G9a block = blocks human histone lysine methyltransferase G9a. Q96KQ7. G9a H3K9 monomethylation, AlphaScreen, 2 h. Potency, µM (top dose mostly 102 µM), for the others: at the highest dose activity, negative = inhibition, actives largely listed as inhibitors. hit rate 8.8% among 350,000. AID 504332; note: potency is the fitted concentration of half-maximal effect; % is set by controls: 0 for no effect and ±100 for the full control effect; nearly all actives have a fitted effect of over 75% in size
Target sequence (Q96KQ7 913-1193 limits assumed): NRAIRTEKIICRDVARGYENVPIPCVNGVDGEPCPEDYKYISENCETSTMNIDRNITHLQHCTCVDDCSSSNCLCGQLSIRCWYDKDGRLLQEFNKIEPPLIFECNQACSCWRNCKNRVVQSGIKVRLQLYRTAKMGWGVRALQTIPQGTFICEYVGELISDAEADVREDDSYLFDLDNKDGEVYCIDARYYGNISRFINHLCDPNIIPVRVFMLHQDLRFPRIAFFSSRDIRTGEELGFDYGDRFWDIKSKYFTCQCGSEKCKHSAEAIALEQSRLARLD
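G9a (20 nM) was preincubated 15 min with compound, then reacted 2 h at room temperature with 500 nM biotin-H3K9 peptide and 20 µM SAM. Monomethyl-H3K9 detected by AlphaScreen using anti-H3K9me1 antibody.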
JMJD2A Tudor inh = JMJD2A Tudor domain (human) inhibition; O75164; AlphaScreen JMJD2A-Tudor / H3K4me3 peptide binding; Potency, µM (titrated, usually from 114 µM), without a hit: at the top dose activity change, negative = inhibition, usual class: inhibitors; hit rate 4.4% among 390,000; AID 504339; note: potency is the fitted concentration of half-maximal effect; % is set by controls: 0 for no effect and ±100 for the full control effect; nearly all actives have a fitted effect of over 50% in size
BAZ2B inh = inhibitors of human BAZ2B bromodomain; AlphaScreen BAZ2B-H3K14Ac peptide displacement; Q9UIF8; Potency, µM (highest dose often 114 µM), without a hit: at the top dose activity change, negative = inhibition, actives largely listed as inhibitors; hit rate 4.4% among 360,000; note: potency is the fitted concentration of half-maximal effect; % is set by controls: 0 for no effect and ±100 for the full control effect; nearly all actives have a fitted effect of over 60% in size
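Protein-peptide AlphaScreen: BAZ2B 50 nM, b-H3K14Ac 50 nM, 1x PBS pH 7.4 + 0.01% Tween-20. Preincubation 30 min RT; cpd 30 min RT (top 110 uM); beads 20 min RT, light-protected.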
PI4K2A inh = blocks human PI4K2A kinase activity; purified PI4K2A, ADP-Glo luminescence, 1 h; hits give low values; Q9BTU6; activity change, negative = inhibition, % at 76.9 µM; hit rate 0.13% among 420,000; in the data active = activity change below about -50%; inconclusive = mostly about -30% to -49%;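 note: -100% = wells without enzyme as full effect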
Target sequence (Q9BTU6 whole entry, looked up): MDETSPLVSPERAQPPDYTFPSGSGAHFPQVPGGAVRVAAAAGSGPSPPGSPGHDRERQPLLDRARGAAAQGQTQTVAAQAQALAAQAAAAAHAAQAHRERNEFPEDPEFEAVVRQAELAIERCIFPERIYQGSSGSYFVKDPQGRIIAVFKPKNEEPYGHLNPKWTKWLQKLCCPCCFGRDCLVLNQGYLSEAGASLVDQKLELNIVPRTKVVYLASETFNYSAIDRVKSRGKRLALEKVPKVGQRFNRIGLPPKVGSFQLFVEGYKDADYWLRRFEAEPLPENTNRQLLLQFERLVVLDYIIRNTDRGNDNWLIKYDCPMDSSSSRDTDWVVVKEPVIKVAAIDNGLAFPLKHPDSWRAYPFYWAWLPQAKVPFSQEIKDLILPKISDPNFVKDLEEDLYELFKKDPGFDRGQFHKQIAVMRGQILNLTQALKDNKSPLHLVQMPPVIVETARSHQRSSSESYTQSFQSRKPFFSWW
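PI4K2A activity was measured by ADP-Glo luminescence: enzyme (4 ug/mL stock) and phosphatidylinositol (1.2 mM stock) in Tris pH 7.5/MgCl2/EGTA/Triton X-100 buffer were reacted with ATP (300 microM stock) for one hour at ambient temperature.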
GLS inhibitor = blocks human kidney-isoform glutaminase activity | O94925 | GLS enzymatic activity, qHTS titration | Potency, µM (titrated, usually from 45.5 µM), inactives show at the top dose activity change, negative = inhibition, hits mostly inhibitors | hit rate 0.21% among 410,000 | AID 624170; note: potency is the fitted concentration of half-maximal effect; % is set by controls: 0 for no effect and ±100 for the full control effect
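Two-point fluorescence kinetic (t0, 30 min RT) for hKGA; glutamate detected via glutamate oxidase–HRP–Amplex Red. Substrate: 1 mM L-glutamine solution; buffer 45 mM KH2PO4, pH 8.2.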
HP1b binding inh = inhibitors of HP1-beta chromodomain binding to methylated histone tails | AlphaScreen HP1-beta / biotin-H3K9me3 peptide binding | Potency, µM (highest dose often 114 µM), for the others: at the top dose activity change, negative = inhibition, usual class: inhibitors | hit rate 0.56% among 390,000; note: potency is the fitted concentration of half-maximal effect; nearly all actives have a fitted effect of over 70% in size; inactives centre near 23
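Compound inhibition of the preformed complex between 50 nM HP1-beta and 50 nM biotinylated H3K9me3 peptide was read by AlphaScreen. Buffer was PBS pH 7.4 with 0.01% Tween-20. Incubations ran 30 min at room temperature, with 10 ug/mL donor/acceptor beads.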
PGK inhibitor = blocks T. brucei phosphoglycerate kinase | AID 602233 | PGK/GAPDH coupled, Kinase-Glo luminescence, 60 min | P07378 | hit rate 0.043% among 380,000 | Potency, µM (titrated, usually from 57.5 µM), without a hit: at the top dose activity change, negative = inhibition, actives largely listed as inhibitors; note: potency is the fitted concentration of half-maximal effect; % is set by controls: 0 for no effect and ±100 for the full control effect; nearly all actives have a fitted effect of over 60% in size
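Recombinant glycosomal PGK reaction used 1,3-bisphosphoglycerate generated in-well by GAPDH (100nM final) in 100mM TEA pH 7.6, 5mM MgCl2, 0.01% Tween-20. After 60 minutes at room temperature, ATP was read by Kinase-Glo Plus luminescence end-point.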
Pin1 inh = blocks the human prolyl isomerase Pin1; Q13526; hit rate 0.009% among 390,000; Potency, µM (titrated, usually from 115 µM), without a hit: at the top dose activity, negative = inhibition, actives largely listed as inhibitors; Pin1 FP peptide displacement, HiFluor488, 10 min; active = well fitted inhibition curve with a large enough effect in the polarisation, with a control signal flat, not every such curve was filed as active; inconclusive = small, poorly fitted or top-dose-only effect, or effect the other way, or a change in a side signal; inactive = no such curve, though single readings can be large or run the other way; the % refers to the polarisation; note: potency is the fitted concentration of half-maximal effect; % is set by controls: 0 for no effect and ±100 for the full control effect
Target sequence (Q13526 whole entry, looked up): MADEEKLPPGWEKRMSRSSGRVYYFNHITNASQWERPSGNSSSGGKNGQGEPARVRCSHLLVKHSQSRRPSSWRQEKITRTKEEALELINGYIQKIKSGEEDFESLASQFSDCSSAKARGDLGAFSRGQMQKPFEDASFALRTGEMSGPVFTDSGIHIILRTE
ERG Ets-DNA blk = inhibitors of human ERG Ets domain-DNA interaction; P11308; fluorescence polarization, His-ERG Ets domain / labelled DNA; Potency, µM (highest dose often 76.9 µM), without a hit: at the highest dose FP activity, negative = inhibition, hits mostly inhibitors; AID 624246; hit rate 0.028% among 370,000; active = well fitted inhibition curve with a large enough effect in the polarisation, with a control signal flat; inconclusive = small, poorly fitted or top-dose-only effect, or effect the other way, or a change in a side signal; inactive = no such curve, though single readings can be large or run the other way; the % refers to the polarisation;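 note: polarization taken with two DNA probes labelled with fluorescein and Texas red; potency is the fitted concentration of half-maximal effect; % of control where 0% means no effect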
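His-tagged ERG Ets domain (1 uM in the protein solution; 300mM KCl, 50mM Tris-HCl, 1mM EDTA, 1mM DTT, pH 7.5) received compound, then a probe mix of 5 nM fluorescein-DNA and 100nM Texas-615-DNA. Fluorescence polarization was read for both dyes.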
Starred values were filed as active, the others as inactive; i = inactive; ? = inconclusive; nt = no result given; & = joins results of further samples; [ ] = remark or other dose. Unless noted, calls come from the whole dose curve; as a rule, active = well fitted curve in the direction sought with a large enough effect; inconclusive = small, poorly fitted or top-dose-only effect, or another doubt; inactive = no such curve, though single readings can be large; an effect the other way counts as inactive or inconclusive.

SMILES	G9a block	JMJD2A Tudor inh	BAZ2B inh	PI4K2A inh	GLS inhibitor	HP1b binding inh	PGK inhibitor	Pin1 inh	ERG Ets-DNA blk
O=[N+]([O-])c1cccc(CN2CCCCCC2)c1	-41%	-12%	-30%	2	12%	18%	2%	1%	2%
Cc1oc(-c2cccc(Cl)c2)nc1CS(=O)(=O)CC(=O)NCCN1CCOCC1	nt	-13%	-7%	-4	4%	15%	-6%	0%	9%
O=C(NC(Cc1ccccc1)C(=O)O)/C(=C/c1ccc(Br)cc1)NC(=O)c1ccc(Br)o1 (stereo unspecified)	2%	-13%	-19%	-1	?	13%	3%	-15%	1%
CCN1C[C@@H]2[C@@H]3C(=O)N(Cc4ccccc4)C(=O)[C@@H]3[C@](C)(C1=O)N2C(=O)c1ccc(Br)cc1	nt	-10%	nt	0	0%	42%[activator]	1%	5%	-4%
Cc1c(Cl)cccc1NC(=O)CSc1nc2ncccc2o1	4%[59 µM]	-10%	-12%	2	26%	8%	3%	-2%	-1%
O=c1cc(-c2ccccc2)[nH]c2ccccc12	-10%[2.33 µM]	-10%	11%	5	16%	30%[activator]	1%	-17%	-6%
CC1CCN(S(=O)(=O)c2ccc(C(=O)N3CCOCC3)cc2)CC1	5%	4%	4%	-1	-2%	46%[activator]	4%	-8%	-2%
CCOc1cccc(/C=C(/C#N)c2nc3ccccc3[nH]2)c1OCC(=O)O	-9%[0.501 µM]	-11%	10%	-4	-5%	28%	4%	5%	15%
Nc1cc(=O)[nH]c(SCC(=O)Nc2nnc(-c3ccccc3)s2)n1	-4%	-18%	-8%	0	4%	9%	i	-5%	2%
CCOc1ccc2oc(=O)cc(CN3CCN(C(=O)c4ccco4)CC3)c2c1	nt	-10%	-10%	1	9%	2%	-7%	3%	-8%
CCC1(CC)SC(N)=NC1=O	nt	-6%	nt	5	2%	-2%[57 µM]	6%	-1%	8%
O=C(O)Cc1csc(-c2ccccc2)n1	?	3%	?	-2	-13%	40%[activator]	-7%	1%	-16%
CCOC(=O)c1c(C)c(C(=O)NCc2cccnc2)c(C)n1CC	14%[12.7 µM]	-13%	7%	-6	4%	36%	0%	-6%	-1%
CCN(CC)CCN(C(=O)/C=C/c1cccs1)c1nc2ccc(OC)cc2s1	nt	-1%	nt	5	-7%	22%	-12%	3%	8%
C=CS(=O)(=O)c1ccc(Oc2ccc(S(=O)(=O)C=C)cc2)cc1	?	-12%	-3%	-11	20%	9%	i	22%	-9%
CSCCC(NC(=O)c1ccco1)C(=O)N1CC=C(c2ccccc2)CC1 (stereo unspecified)	nt	-26%	?	2	14%	-7%	-6%	-3%	23%
O=C(CC1NCCN(Cc2ccccc2)C1=O)Nc1ccc(Cl)cc1 (stereo unspecified)	nt	4%	1%	2	-9%	50%[activator]	-4%	-1%	9%
CC(=O)N1N=C(c2ccco2)CC1c1ccc(Cl)o1 (stereo unspecified)	13%[59 µM]	1%	-14%	0	-5%	31%	-6%	0%	7%
CCOC(=O)c1[nH]c(C)c(C(=O)N2CCN(c3ccccc3OC)CC2)c1C	-9%	-31%	-38%	4	0%	4%	-1%	-2%	1%
CC12CCC(C(=O)N(CC3CO3)C1=O)C2(C)C (stereo unspecified)	8%	7%[57.1 µM]	-3%	3	2%	35%	-7%	-6%	1%
Cc1ccc(CN(C)C(=O)c2ccc(S(=O)(=O)N(C)c3ccccc3)cc2)o1	8%[0.501 µM]	?	-37%	-6	5%	-16%	-4%	-19%	0%
COC(=O)C(CSCc1ccccc1)NC(=O)CSc1nc(N)cc(=O)[nH]1 (stereo unspecified)	-2%	-1%	9%	-2	3%	22%	0%	-7%	?
Cc1nnc(SCCN2C(=O)c3ccccc3C2=O)nc1C	nt	-28%	nt	-2	1%	34%	-7%	-5%	7%
Cc1sc(NC(=O)C2c3ccccc3Oc3ccccc32)c(C(=O)OC(C)C)c1C	2%[59 µM]	-16%	-7%	3	-1%	10%	0%	10%	1%
Cc1ccc(NC(=O)CSc2ccc(-c3cccnc3)nn2)c(C)c1	-4%	-7%	-23%	-1	3%	35%	4%	0%	2%
COC(=O)Cc1c(C)c2cc3c(c(C)c2oc1=O)OCN(CCc1ccc(OC)cc1)C3	-3%[59 µM]	-6%	-3%	-3	6%	43%[activator]	i	-3%	0%
COc1cc(/C=C/C(=O)OCC(=O)Nc2sc3c(c2C#N)CCC(C)C3)ccc1OCC#N (stereo unspecified)	-51%	?	-26%	-2	-8%	-15%	i	24%	9%
Cc1nn(C)c(C)c1CN(C)C(=O)c1cc2nc(-c3ccco3)cc(C(F)(F)F)n2n1	?	-3%	-4%	0	8%	20%	-9%	4%	-16%
COc1ccc(CNCC(O)COc2ccc(C)cc2[N+](=O)[O-])cc1 (stereo unspecified)	-14%	?	-28%	-2	0%	19%	0%	?	-6%
CN(C)c1nc(NCc2ccccc2)nc(SCC(=O)Nc2ccc(Cl)c(Cl)c2)n1	-23%	-11%	3%	-1	-2%	36%	-2%	19%	7%
CC(NC(=O)CSc1nc2ccccc2c(=O)n1CCCO)c1ccccc1 (stereo unspecified)	-48%[59 µM]	-8%	5%	6	-5%	53%[activator]	nt	6%	6%
O=[N+]([O-])c1ccc(NC(=S)N/C(=N/CS(=O)(=O)c2ccccc2)c2ccccc2)cc1	11µM*	-25%	?	2	-19%	25%	-8%	-1%	-5%
C[C@@]12C(=O)Nc3ccc(Cl)cc3C(=O)N1[C@H]1c3cc(Br)ccc3OC[C@@H]1[C@@H]2c1ccccc1	nt	-19%	nt	-5	-5%	87%[activator]	i	16%	1%
CC(=O)c1ccc(NC(=O)Nc2cccc3ccccc23)cc1	nt	-6%	-1%	-1	-10%	30%	-3%	0%	1%
O=Cc1cc(N=Nc2cccc(C(=O)O)c2)ccc1O	?	-13%	?	-12	-5%	9%	-6%	-15%	15%
COc1ccc(C(=O)NC(=S)N2CCC(C)CC2)cc1Br	8%	?	?	-6	-1%	51%[activator]	-11%	-5%	6%
Cc1ccsc1CCN1C(=O)N(c2ccccc2)C(=O)C1CC(=O)Nc1ccc(F)cc1 (stereo unspecified)	9%[59 µM]	-13%	-12%	-3	-2%	43%[activator]	-9%	0%	-2%
O=C1CCc2cc(S(=O)(=O)N3CCN(c4ccccc4F)CC3)ccc2N1	-37%	-11%	-20%	2	18%	8%	3%[11.5 µM]	7%	nt
CCOc1ccc(C(=O)NCC(=O)NCC(c2ccccc2OC)N2CCCC2)cc1 (stereo unspecified)	-28%	-24%	-5%	-3	7%	28%	-2%	5%	6%
COc1ccc(OC)c(N=Nc2c(O)c3ccccc3[nH]c2=O)c1	nt	?	nt	-21	?	?	-24%	?	71%[activator]
NCc1ccc(S(N)(=O)=O)cc1	3%	0%&-9%	5%	1&1&0	1%	41%&25%[activator]	-3%	-2%&-13%	-9%&-14%
Cc1oc(-c2ccc(C(=O)NCCCOC(C)C)cc2)nc1CS(=O)(=O)c1ccccc1	-20%[59 µM]	-8%	-15%	-3	7%	9%	-14%	0%	4%
O=C(NNC(=O)c1ccccc1-n1cccc1)c1ccc(F)cc1	?	-1%	-31%	1	19%	40%[activator]	-2%	-5%	-1%
CCCCN(CCCNC(=O)c1ccc(CS(=O)(=O)c2c(Cl)cccc2Cl)o1)Cc1ccccc1	15%[0.501 µM]	-26%	-13%	-1	14%	20%	i	-1%	8%
CC(=O)c1c(C)[nH]c(C(=O)OCC(=O)Nc2cc(C(F)(F)F)ccc2N2CCOCC2)c1C	1%	-21%	?	7	-6%	2%	-4%	-1%	-3%
COc1cc(OC)cc(-c2cc3nc(C)c(CCC(=O)Nc4ccc(F)c(Cl)c4)c(C)n3n2)c1	0%[59 µM]	-4%	-15%	-4	7%	37%	i	-1%	-6%
Cc1cc(C)nc(NC(=O)CSc2nc3ccccc3o2)n1	?	-3%	?	9	2%	19%	-4%	-19%	-5%
CCN(CC)C(=O)CSc1nnc(-c2ccccn2)n1Cc1ccccc1	34%[12.7 µM]	-7%	-22%	-5	-5%	3%	-8%	-6%	3%
O=C(NCC(=O)N(c1ccccc1F)C(C(=O)NC1CCCC1)c1cccnc1)c1ccco1 (stereo unspecified)	21%	-9%	4%	-1	11%	-4%	-9%	4%	-3%
O=C(Oc1ccc(-c2ccccc2)cc1)c1ccco1	nt	6%	nt	-11	-9%	43%[activator][57 µM]	i	-2%	-8%
CNC(=O)c1sc(-c2cccs2)nc1C	45µM*	0%	nt	-6	23%	28%	-5%	-1%	-2%
O=C(c1cn(-c2ccccc2)nc1-c1cccnc1)N1CCCCC1	4%	-21%[57.1 µM]	7%	-2	2%	35%[activator]	-6%	-2%	8%
COc1ccc(NC(=O)NCCC2=CCCCC2)cc1	nt	10%	-7%	-4	6%	44%[activator]	-5%	0%	11%
O=C(CSc1c2c(nc3ccc(Cl)cc13)CCCC2)NCc1ccccc1Cl	-7%[59 µM]	-13%	nt	0	-1%	19%	16%	-4%	-7%
O=C(COc1ccc(Cl)cc1)NCc1nnc(SCC(=O)c2ccccc2)o1	-34%[12.7 µM]	4%	25%	6	9%	46%[activator]	11%	-2%	6%

Assay outcomes: PubChem, National Center for Advancing Translational Sciences (NCATS)
